# Screening results deposited in PubChem BioAssay by several laboratories.
# NPY1 pot ag = human NPY-Y1 potentiation or agonism, primary screen; NPY-Y1 expressing cells, potentiator/agonist activation; actives 0.37% (n = 220,000); P25929; AID 1304; activation, % at 3.6 µM; in the data active = activation above about 33%, passing the limit was not always enough;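 also: cells stimulated with NPY at EC10 then isoproterenol at EC100; 0% = low agonist plus stimulus and 100% = saturating agonist plus stimulus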
# Runt-CBFb FRET = inhibitors of human RUNX1 Runt domain binding to CBFb. actives 0.46% (n = 220,000). inhibition, % at 20 µM. Cerulean-Runt/Venus-CBFb FRET ratio 530/480, 1 h. Q01196+Q13951;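 active = inhibition over about 50% at 20 µM in the single-dose screen, limit read from the data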;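 also: 0% = DMSO wells and 100% = excess unlabeled CBFb competitor control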
#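 test system = Cerulean-tagged RUNX1 Runt domain (FRET donor) fusion protein | reagent = Venus-CBFb binding partner, 100 nM | incubation = protein complex preformed 1 h, compound exposure 1 h, room temperature, dark | detection = FRET fluorescence | read-out basis = loss of energy transfer signal | controls = 5 µM unlabeled CBFb as full-inhibition high control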
# RBBP9 inhibitor = human RBBP9 hydrolase inhibition; recombinant RBBP9, FP-Rh probe fluorescence polarization; actives 0.2% (n = 220,000); inhibition, % at 7.94 µM;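 active = inhibition above the campaign mean of all tested compounds plus 3 SD, cut at about 14% in these data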;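 also: plate controls were DMSO wells with RBBP9 for no effect and wells lacking RBBP9 protein for full effect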
#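 Test system: recombinant human RBBP9. Quantity: 2.5 µM RBBP9 dispensing solution, before mixing. Detection: FP readout at 525/598 nm. Reagent: Serine-hydrolase probe FP-Rh, 375 nM pre-mixing. Measure: % inhibition. Control set: DMSO-treated enzyme wells and wells lacking RBBP9. Buffer or medium: Tris-NaCl-Pluronic buffer, pH 8.0. Times: preincubation 30 min plus labeling 45 min at 25 °C.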
# Mdm2 ligase inh = blocks human Mdm2 ubiquitin ligase activity; Q00987; cell-based MDM2 ubiquitination luciferase reporter, 2 h; 0 = plate control, 100 = twice control, blank-subtracted; signal enhancement, % at 5 µM; actives 0.11% (n = 210,000); AID 1230;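 active = signal enhancement of 30% or more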;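 also: luminescence tracks abundance of the self-degrading MDM2-luciferase fusion protein; higher signal means inhibition of MDM2 E3 ligase activity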
# Target sequence (Q00987 whole entry, looked up, the tested form may be a part): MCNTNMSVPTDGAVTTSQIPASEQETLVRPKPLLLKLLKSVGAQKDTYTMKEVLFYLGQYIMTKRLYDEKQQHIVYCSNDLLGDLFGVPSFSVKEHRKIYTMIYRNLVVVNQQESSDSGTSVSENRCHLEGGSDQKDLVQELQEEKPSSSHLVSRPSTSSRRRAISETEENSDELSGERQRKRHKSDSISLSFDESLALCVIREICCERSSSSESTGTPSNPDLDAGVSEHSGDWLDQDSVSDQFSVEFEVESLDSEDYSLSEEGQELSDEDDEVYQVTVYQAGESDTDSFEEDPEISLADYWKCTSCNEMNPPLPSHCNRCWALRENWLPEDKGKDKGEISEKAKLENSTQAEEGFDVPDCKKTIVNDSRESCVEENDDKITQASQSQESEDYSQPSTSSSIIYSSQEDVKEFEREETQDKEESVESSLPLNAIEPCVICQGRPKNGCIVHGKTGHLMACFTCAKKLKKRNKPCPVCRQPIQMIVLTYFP
#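 Material: Stable MDM2–luciferase fusion reporter cells | Amount: 2000 cells seeded into each well | Dosing: One concentration, 5 µM, with 0.2% DMSO | Incubation: 4 h cell settling then 2 h compound exposure, 37 °C | Measured by: Luciferase luminescence | Read-out basis: % enhancement relative to plate controls after blank subtraction | Benchmarks: Control and blank well means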
# NPY-Y2 PAM-ag = potentiators or agonists of human neuropeptide Y receptor Y2 | AID 1359 | activation, % at 3.6 µM | cells expressing NPY-Y2, potentiator/agonist read-out | actives 0.45% (n = 220,000) | P49146; in the data active = activation above about 27%;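 also: cells stimulated with NPY near EC25 plus isoproterenol at EC100; 0% = vehicle plus submaximal agonist and 100% = vehicle plus saturating agonist; some results beyond the cut were filed as inactive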
# p97 inhibitor = human p97 ATPase inhibition; actives 0.42% (n = 220,000); AID 1481; inhibition, % at 8 µM; P55072; recombinant p97 ATPase, Kinase-Glo ATP luminescence, 3 h; in the data active = inhibition above about 15%;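 also: 0% = DMSO vehicle and 100% = wells lacking enzyme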
# Hck-Nef inh = human Hck-Nef kinase inhibition; actives 0.68% (n = 220,000); AID 463187; Recombinant Hck-YEEI plus Nef, Z-Lyte FRET kinase assay; inhibition, % at 20 µM; P08631;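 active = Hck-Nef kinase inhibition above about 50%, limit read from the data; inactive = inhibition below that limit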;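 also: 0% = DMSO with Hck plus Nef and 100% = Hck alone without Nef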
# Target sequence (P08631 whole entry, looked up): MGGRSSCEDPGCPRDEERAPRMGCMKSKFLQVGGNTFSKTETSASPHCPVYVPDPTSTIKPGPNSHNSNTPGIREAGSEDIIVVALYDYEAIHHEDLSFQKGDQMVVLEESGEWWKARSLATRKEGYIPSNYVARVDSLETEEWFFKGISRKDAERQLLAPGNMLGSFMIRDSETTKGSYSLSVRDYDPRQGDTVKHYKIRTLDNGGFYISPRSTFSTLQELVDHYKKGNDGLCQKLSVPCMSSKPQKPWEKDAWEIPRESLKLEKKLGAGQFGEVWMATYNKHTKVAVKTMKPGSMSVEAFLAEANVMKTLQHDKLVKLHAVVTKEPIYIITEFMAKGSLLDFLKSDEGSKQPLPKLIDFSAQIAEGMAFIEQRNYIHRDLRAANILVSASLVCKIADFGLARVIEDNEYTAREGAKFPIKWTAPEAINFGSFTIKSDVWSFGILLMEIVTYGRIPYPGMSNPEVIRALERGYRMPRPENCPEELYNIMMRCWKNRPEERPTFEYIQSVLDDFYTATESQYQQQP
# Runt-SMMHC FRET = blocks binding of human RUNX1 Runt domain to CBFb-SMMHC. actives 0.74% (n = 220,000). Q01196+Q13951. inhibition, % at 20 µM. Cerulean-Runt/Venus-CBFb-SMMHC FRET ratio 530/480, 1 h. AID 1434;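 active = mean inhibition across duplicate retests at 20 µM reaching about 50%, limit read from the data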;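 also: 0% = DMSO wells and 100% = wells with excess untagged CBFb-SMMHC; inhibitors lower the FRET ratio by blocking Runt binding to CBFb-SMMHC; some results filed as inactive read as strong as hits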
# NPY-Y1 antag = blocks the human neuropeptide Y Y1 receptor. inhibition, % at 3.6 µM. actives 1% (n = 200,000). HEK293-CNG Y1 cells, membrane potential fluorescence; NPY at EC95, then isoproterenol. P25929;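 active = inhibition above the campaign mean inhibition of all tested compounds plus 3 SD, cut at about 20% in these data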;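 also: 0% = DMSO wells given NPY plus isoproterenol and 100% = isoproterenol alone without NPY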
#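 Material: HEK293 cells co-expressing NPY Y1 receptor and cyclic-nucleotide gated channel. Timing: compound incubation 1 h at room temperature, readout 45 min post-stimulation. Signal: fluorescence, membrane potential probe.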
# An asterisk follows results filed as active; . = not tested or not shown.
# Sample of the layout, eleven compounds:
SMILES,NPY1 pot ag,Runt-CBFb FRET,RBBP9 inhibitor,Mdm2 ligase inh,NPY-Y2 PAM-ag,p97 inhibitor,Hck-Nef inh,Runt-SMMHC FRET,NPY-Y1 antag
O=C(CCc1nc2ccccc2c(=O)[nH]1)OCC(=O)N1CCN(S(=O)(=O)c2ccccc2)CC1,-7,1,-1,-16,-8,-2,1,-3,0
COc1cccc(C(=O)NN2CC(O)=C(c3nc(C)cs3)C2=N)c1,0,0,-3,-10,-6,4,7,-2,.
O=c1c2ccccc2nc(-c2ccco2)n1CCCn1ccnc1,-8,0,-2,-16,-9,2,4,-4,-3
CCOC(=O)c1c(NC(=O)CSc2nc3ccccc3s2)sc(C)c1C,-67,0,-6,-17,-34,-5,0,2,20
Nc1ccc2nn(-c3ccc(Cl)cc3)nc2c1,23,-9,4,.,25,8,20,42,.
COc1ccc(OC)c2sc(NC(=O)c3ccc(S(=O)(=O)N4CCOCC4)cc3)nc12,6,0,-6,-16,5,0,5,-2,1
Cc1nc(SCC(=O)NCc2ccco2)c2c3c(sc2n1)CCCC3,-11,10,-6,-10,-17,-10,0,4,25*
COc1ccc(-n2nc(C#N)c(Cl)cc2=O)cc1,21,8,3,6,10,8,12,8,-5
CCON1C(=O)CN(C(=O)OC)C1c1ccc(Cl)cc1Cl (centres undefined),-9,0,7,7,4,7,3,0,7
COc1cc(/C=C(/NC(=O)c2ccccc2)C(=O)Nc2ccccc2)c([N+](=O)[O-])cc1OC,-5,.,-9,4,-15,0,-1,-6,0
O=C1CC[C@@H](CN(Cc2ccccc2)Cc2cn[nH]c2-c2cc3ccccc3o2)N1,-10,-3,6,-19,2,0,18,2,-4

# The listing, previewed entries included:
SMILES,NPY1 pot ag,Runt-CBFb FRET,RBBP9 inhibitor,Mdm2 ligase inh,NPY-Y2 PAM-ag,p97 inhibitor,Hck-Nef inh,Runt-SMMHC FRET,NPY-Y1 antag
O=C(CCc1nc2ccccc2c(=O)[nH]1)OCC(=O)N1CCN(S(=O)(=O)c2ccccc2)CC1,-7,1,-1,-16,-8,-2,1,-3,0
COc1cccc(C(=O)NN2CC(O)=C(c3nc(C)cs3)C2=N)c1,0,0,-3,-10,-6,4,7,-2,.
O=c1c2ccccc2nc(-c2ccco2)n1CCCn1ccnc1,-8,0,-2,-16,-9,2,4,-4,-3
CCOC(=O)c1c(NC(=O)CSc2nc3ccccc3s2)sc(C)c1C,-67,0,-6,-17,-34,-5,0,2,20
Nc1ccc2nn(-c3ccc(Cl)cc3)nc2c1,23,-9,4,.,25,8,20,42,.
COc1ccc(OC)c2sc(NC(=O)c3ccc(S(=O)(=O)N4CCOCC4)cc3)nc12,6,0,-6,-16,5,0,5,-2,1
Cc1nc(SCC(=O)NCc2ccco2)c2c3c(sc2n1)CCCC3,-11,10,-6,-10,-17,-10,0,4,25*
COc1ccc(-n2nc(C#N)c(Cl)cc2=O)cc1,21,8,3,6,10,8,12,8,-5
CCON1C(=O)CN(C(=O)OC)C1c1ccc(Cl)cc1Cl (centres undefined),-9,0,7,7,4,7,3,0,7
COc1cc(/C=C(/NC(=O)c2ccccc2)C(=O)Nc2ccccc2)c([N+](=O)[O-])cc1OC,-5,.,-9,4,-15,0,-1,-6,0
O=C1CC[C@@H](CN(Cc2ccccc2)Cc2cn[nH]c2-c2cc3ccccc3o2)N1,-10,-3,6,-19,2,0,18,2,-4
Cc1cc(C)cc(NC(=O)Nc2ccc(Cl)cn2)c1,-9,0,-4,-6,-8,2,10,1,4
Clc1ncc(CSc2ccccc2)s1,-1,-3,7,-12,-11,4,-48,-3,0
C/C(=N\NC(=O)C(=O)Nc1cccc(C(F)(F)F)c1)c1ccc(Cl)s1,-6,1,-7,-19,-19,3,-1,5,-3
COc1ccc(N(C)C(=O)CCC(=O)Nc2ccc3nc(N4CCOCC4)cc(C)c3c2)c(OC)c1,-6,2,-2,-11,-5,-4,3,4,-2
O=C(CCS(=O)(=O)c1cccs1)Nc1ccc(C(=O)NC2CCN(Cc3ccccc3)CC2)cc1,14,-1,1,-23,12,3,3,1,1
N#Cc1nc(COc2ccccc2)oc1N1CCCC1,-9,-4,7,-16,-22,1,1,-7,2
COc1ccc2ccccc2c1CN1CCN(C)CC1,-21,0,-7,-19,4,-1,-11,-3,-3
CC(=O)NC1(C2CCCCC2=O)CCCCC1 (centres undefined),-2,-1,-5,-11,-8,4,-4,-3,-4
C#CCOCCOCCOCCNc1nc(N2CCN(C(=O)Cn3cc(CCCCN)nn3)CC2)nc(N2CCN(C(=O)[C@H](C)n3cc(CCCN=C(N)N)nn3)CC2)n1,-17,1,-11,.,-7,9,-6,1,1
Cc1c(NC(=O)c2nn3c(C(F)(F)F)cc(-c4ccccc4)nc3c2Br)c(=O)n(-c2ccccc2)n1C,0,-2,-10,-6,1,3,7,-1,1
COC(=O)c1ccccc1NC(=O)N1CCN(Cc2ccco2)CC1,0,1,0,-23,9,3,64*,2,5
Cc1c(C(=O)NCCO)sc2nc3n(c(=O)c12)CCC3,3,3,-3,-14,-2,3,1,1,1
COc1ccccc1C1CCN(Cc2c(C)[nH]c3ccccc23)CC1,-44,1,-4,-5,-8,1,4,1,.
CON1C(=O)C(=O)N(OC)C2CCCCCC21 (centres undefined),0,-1,-7,-9,7,3,-1,3,0
# (further entries)
SMILES,NPY1 pot ag,Runt-CBFb FRET,RBBP9 inhibitor,Mdm2 ligase inh,NPY-Y2 PAM-ag,p97 inhibitor,Hck-Nef inh,Runt-SMMHC FRET,NPY-Y1 antag
CCOc1cc(C)nc(N2CCCC(C(=O)NCc3ccccc3F)C2)n1 (centres undefined),-5,-3,-12,14,-6,-9,0,-7,-4
CCOc1cc(/C=C2/C(=N)N3OC(C)=CC3=NC2=O)ccc1OCCOc1ccccc1,9,-23,-12,-16,3,-2,17,14,0
CC(=O)c1cccc(NC(=O)c2cccc(S(=O)(=O)N(C)C)c2)c1,-22,1,0,-8,-3,-2,6,-2,-4
CCOCCCNC(=O)C(c1ccc(OC)cc1)N(Cc1ccc2c(c1)OCO2)C(=O)c1cnccn1 (centres undefined),-3,-1,-1,15,-1,1,24,-2,4
O=C1CC(c2ccco2)Cc2nc(Nc3ccc(F)cc3)ncc21 (centres undefined),-2,23,2,-1,-16,1,1,2,4
O=[N+]([O-])c1cc(C(F)(F)F)ccc1Oc1cccnc1[N+](=O)[O-],17,-3,-3,27,-3,-1,3,3,6
NC(=O)C1(N2CCCCC2)CCN(Cc2nc3ccccc3c(=O)[nH]2)CC1,-11,-1,-6,-4,9,5,0,-1,0
CCOC(=O)C(/C=C(\C#N)C(=O)OCC)=C(/N)N1CCN(c2ccc(Cl)cc2)CC1,-16,2,-3,-8,7,3,3,-1,-1
CN1CCc2c(c3c(n2C)CCN(C)[C@H]3c2ccccc2F)[C@@H]1c1ccccc1F,1,-1,5,-8,-4,0,1,-2,3
CCC(C)[C@@H](C(=O)N1CCNCC1)n1cc(CCCN=C(N)N)nn1 (some centres undefined),7,1,-4,.,0,10,-13,-5,-1
CCCCN(Cc1cc2cc(OC)ccc2[nH]c1=O)C(=O)COc1ccccc1,-4,.,8,.,11,4,1,.,0
CN(Cc1cccnc1)Cc1cn(C)nc1-c1cccc(Cl)c1,-2,-1,-1,-20,4,-3,27,2,8
c1cc2c(cc1C1CCCCC1)c1c3n2CCN=C3CCC1,-34,-4,4,6,1,-1,7,-10,11
CN(C)S(=O)(=O)c1cccc(C(=O)NCc2cccs2)c1,7,2,-3,-19,0,0,-1,1,3
Cc1ccccc1C(=O)Nc1ccc(-c2nnc(SC(C)C(=O)O)n2C)cc1 (centres undefined),9,-1,3,-4,4,12,7,-9,.
COc1cc(-n2c(=O)c3ccccc3n(CC(=O)c3ccc(F)cc3)c2=O)cc(OC)c1OC,1,0,-2,-6,-8,-2,25,2,6
COC(=O)c1[nH]c2ccc(F)cc2c1NS(=O)(=O)c1ccc(OC)cc1,10,-2,-1,-1,-16,1,-1,4,-1
CCOC(=O)C(NC(=O)Nc1ccccc1)(OCC)C(F)(F)F (centres undefined),3,0,1,-17,7,2,2,1,0
O=C(Nc1ncc(Cl)cc1Cl)c1c(F)cccc1Cl,-3,3,-4,7,-2,0,2,26,-3
CCC(C)NC(=O)COc1ccccc1[N+](=O)[O-] (centres undefined),13,1,-8,-9,9,7,1,1,2
O=C(c1nc2ccccn2c1CNCCCn1ncc2ccccc21)N1CCCC1,-23,2,-1,3,-23,-1,-3,-2,1
CC12CC3CC(C)(C1)CC(C(=O)Nc1nn[nH]n1)(C3)C2,20,0,-6,-1,17,2,2,1,1
C=CCOc1cccc(CNc2ccc3[nH]c(=O)[nH]c3c2)c1,7,3,-4,-4,3,4,24,-2,5
N#Cc1cc2c([nH]c1=S)CCCCCC2,14,4,-3,-12,6,4,-8,35,-6
C[N+]1(CCNC(=O)/C=N/O)CCCCC1,10,1,-1,9,13,5,5,6,-6
CC(C)Cn1c2nc3ccccc3nc2c2c(=O)n(CCN3CCOCC3)cnc21,-18,8,-8,-20,-25,-6,3,11,0
O=C(CC1C(=O)NCCN1C(=O)Nc1ccccc1)Nc1cccc(Cl)c1 (centres undefined),20,0,-11,-9,15,-1,1,2,0
Cc1ccc(-c2nnn(CC(=O)Nc3ccccc3N3CCOCC3)n2)cc1,-19,0,-12,-9,-4,-1,-1,0,-4
C=CCC1(C#N)C(=S)NC2=C(C(=O)CC(C)(C)C2)C1c1ccc(Br)cc1 (centres undefined),10,-1,-9,2,-2,-5,3,5,1
CCNc1nc(NCC)nc(OCC(=O)O)n1,6,2,-12,-8,-14,-5,1,2,.
